NS3 helicase inh – inhibitors of Hepatitis C virus NS3 helicase | NS3 helicase DNA unwinding, Cy5 molecular beacon fluorescence | inhibition, % at 10.9 µM | 290,000 compounds, 0.56% hits;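 active = inhibition above the mean of all tested compounds plus 3 SD, set per campaign, cut at about 35% in these data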;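 note: 0% = DMSO wells and 100% = thioflavine S control wells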
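System: Hepatitis C virus NS3 helicase domain fragment enzyme | Reagent: Annealed dual-labelled DNA beacon duplex, ATP-started | Compound dosing: 10.9 µM single point, 0.8% DMSO | Incubation: 1 h reaction at 25 °C, ATP-initiated | Technique: Cy5 fluorescence | Evaluation: Percent inhibition from t60/t0 fluorescence ratio | Benchmarks: Low DMSO, high thioflavine S at 110 µM | Replication: Singlicate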
CRFR2-BP antag – antagonists of CRF-binding protein/CRF-R2 receptor complex; 350,000 compounds, 0.59% hits; HEK293 CRF-R2/CRF-BP, CRF-induced calcium fluorescence; inhibition, % at 11.8 µM;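 active = inhibition of the ligand-induced calcium signal above about 50% at the single tested concentration, limit read from the data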
IMP-1 inh – blocks Pseudomonas aeruginosa IMP-1 metallo-beta-lactamase; AID 1556; purified IMP-1, nitrocefin hydrolysis, epi-absorbance fluorescence; 290,000 compounds, 0.45% hits; inhibition, % at 5.6 µM;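 active = inhibition above the mean plus 3 SD of all compounds in the same screening run, cut at about 4.5% in these data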;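 note: 0% = IMP-1 with DMSO and 100% = DMSO wells lacking enzyme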
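System: purified IMP-1; amount: IMP-1 0.2 nM before substrate addition; compound: single dose, 5.6 µM; times: 25 °C, 15 min preincubation, 25 min reaction; signal: Epi-absorbance via hydrolysed-nitrocefin quenching of white-plate fluorescence, 480/530 nm, EDTA stop; benchmarks: DMSO with and without IMP-1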
VIM-2 inh – inhibitors of Pseudomonas aeruginosa VIM-2 metallo-beta-lactamase. 290,000 compounds, 0.89% hits. inhibition, % at 5.6 µM. purified VIM-2, nitrocefin hydrolysis, epi-absorbance fluorescence. AID 1527;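 active = inhibition above the mean of all tested compounds plus 3 SD, cutoff set per screening run, cut at about 7.5% in these data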;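 note: red hydrolysis product quenches plate fluorescence so inhibitors raise well fluorescence; 0% = enzyme with DMSO and 100% = DMSO without enzyme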
pCIP destab – p/CIP protein destabilization. 290,000 compounds, 0.01% hits. decrease of EGFP signal, % at 10 µM. Q05BA5. F442A p/CIP-EGFP cells, EGFP fluorescence, 16 h;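 active = EGFP signal decrease of at least 30% at 10 µM or well 3 SD below plate mean, unless failing retest; inactive = the rest, including hits failing retest or dose response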; note: some compounds called inactive have numbers as strong as hits; many of its hits are not listed in these tables
GalR3 antag – human GalR3 antagonism; O60755; inhibition, % at 3 µM; 360,000 compounds, 0.44% hits; HEK293 GalR3-CNG cAMP membrane potential fluorescence; galR3 body fused to GalR1 C-terminus; AID 651719;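 active = inhibition above the screen-wide average plus 3 SD, cut at about 13% in these data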;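 note: forskolin and galanin both at EC90 stimulate the cells; cAMP rise reported by CNG channel membrane potential dye signal; 0% = forskolin plus galanin with DMSO and 100% = forskolin alone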
Target sequence (O60755 1-299 limits assumed): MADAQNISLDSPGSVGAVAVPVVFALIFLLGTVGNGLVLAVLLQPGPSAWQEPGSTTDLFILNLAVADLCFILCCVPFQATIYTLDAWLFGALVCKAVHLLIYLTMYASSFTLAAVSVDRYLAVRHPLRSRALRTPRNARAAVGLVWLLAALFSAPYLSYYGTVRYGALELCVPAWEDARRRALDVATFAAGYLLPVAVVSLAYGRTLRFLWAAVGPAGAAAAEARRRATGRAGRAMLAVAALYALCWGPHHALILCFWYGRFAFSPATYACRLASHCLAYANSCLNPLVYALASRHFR
SUMO HTRF inh – SUMOylation inhibition | P63279 | HTRF SUMOylation assay, SAE1/SAE2 + UBC9, in vitro | inhibition, % at 35 µM | 290,000 compounds, 0.36% hits | AID 2006; in the data active = inhibition above about 50%, passing the limit was not always enough; note: strong numbers were not always called active
Target sequence (P63279 whole entry, looked up): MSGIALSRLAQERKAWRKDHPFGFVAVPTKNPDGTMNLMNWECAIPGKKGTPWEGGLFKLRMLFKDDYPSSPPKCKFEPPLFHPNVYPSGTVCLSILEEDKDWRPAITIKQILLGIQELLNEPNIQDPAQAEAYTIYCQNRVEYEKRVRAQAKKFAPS
IDE cell inh – inhibits human insulin-degrading enzyme in HEK cells. P14735. FAbetaB cleavage, fluorescence polarization. inhibition, % at 5.59 µM. 320,000 compounds, 0.41% hits. AID 434962;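 active = percent inhibition above the average of all tested compounds plus 3 SD, set per screening campaign, cut at about 16% in these data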;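 note: IDE supplied by intact live HEK cells; FP after avidin binding of uncleaved biotin substrate so inhibition keeps polarization high; 0% = DMSO wells and 100% = 60 µM reference IDE inhibitor Ii1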
IDE cell activ – activators of human insulin-degrading enzyme in cells. P14735. HEK cells, FAbeta-B cleavage, fluorescence polarization; 0% vehicle, 100% cell-free pure enzyme wells. activation, % at 5.96 µM. 340,000 compounds, 0.073% hits. AID 493087;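 active = activation above the mean of all tested compounds plus 3 SD, set per screening campaign, cut at about 17% in these data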
* hit, by the source's call; . = not tested or not shown. Compounds were not picked by outcome; 3.2% or so of the library scored in one or more.

NS3 helicase inh	CRFR2-BP antag	IMP-1 inh	VIM-2 inh	pCIP destab	GalR3 antag	SUMO HTRF inh	IDE cell inh	IDE cell activ	molecule
2	-9	-2.7	-1.1	0	-4	0	-2	5	CCOc1ccc(CN2CCNC(=O)C2CC(=O)O)cc1 (stereo not drawn)
7	28	-4.1	-1.2	5	4	-32	-4	6	CN1C(=O)CC(N2CCC(C(N)=O)CC2)C1=O (stereo not drawn)
0	-46	-0.2	-1.8	6	-11	-17	3	6	CCNC(=S)N(Cc1cc2cc(C)cc(C)c2[nH]c1=O)C1CCCC1
1	7	1.3	0.7	0	-7	7	-1	-3	O=S(=O)(c1ccc(F)c(F)c1)N1CCN(CCc2ccccc2)CC1
8	3	-1.4	-0.5	-2	-6	-1	5	-1	CCOc1cc(-c2sc(Nc3ccccc3)n[n+]2C)ccc1OC
-1	-7	-4.8	-1.4	-8	-1	-13	0	7	Cc1c(NC(=O)N(C)C)c(=O)n(-c2ccccc2)n1C
.	0	.	.	.	5	.	2	1	CCOC(=O)C1CCCN(S(=O)(=O)CCNC(=O)c2ccc(F)cc2)C1 (stereo not drawn)
.	13	.	.	.	-2	.	1	-4	CN(CC(=O)Nc1ccccc1Cl)C(=O)COC(=O)c1ccc(S(=O)(=O)C(F)F)cc1
5	21	-2.7	-3.0	-2	-3	3	-3	1	CCN(C(=O)CSc1nnc(Cc2ccccc2F)n1N)C1CCS(=O)(=O)C1 (stereo not drawn)
3	-12	-0.8	-1.9	0	-3	-3	5	7	CCCSc1nc2sc3c(c2c(=O)[nH]1)CC(C)CC3 (stereo not drawn)
-9	-3	-2.9	0.0	2	1	24	-5	8	O=C1Nc2ccc(S(=O)(=O)NCCC3=CCCCC3)c3cccc1c23
-8	-4	-0.9	1.1	0	-4	-24	4	2	CCNc1nc(NC(C)C)nc(Oc2ccc(OCCOc3ccc(C)cc3)nn2)n1
.	-7	.	.	4	-3	-26	-5	-3	CCCCC#Cc1ccc2c(c1)COc1c3ccccc3nn1-2
8	19	-1.6	-5.0	-1	-4	-16	8	0	O=C(Nc1cccnc1)c1ccc([N+](=O)[O-])cc1Cl
-1	-69	0.1	-1.4	-42	-7	3	5	0	NC(=O)c1cc2cc(Br)ccc2oc1=NCc1ccccc1
-2	12	-4.0	-4.8	-7	-11	0	.	1	COc1ccc(Cl)cc1NS(=O)(=O)c1c(C)[nH]c(=O)[nH]c1=O
-10	0	-2.1	1.6	4	-11	1	3	3	O=C(Nc1ccc(F)cc1)c1cccc2ccccc12
-12	10	-3.8	-2.5	-14	-10	11	-2	-2	CNC(=S)N1N=C(c2cccs2)CC1c1ccc(OC)cc1 (stereo not drawn)
0	-39	-3.3	-1.7	0	-6	0	1	2	O=[N+]([O-])c1ccccc1/C=C/CN1CCCCC1
-12	-39	-3.4	-2.0	-1	-5	4	6	-1	CCNC(=S)N(Cc1cccs1)Cc1cc2cc(OCC)ccc2[nH]c1=O
43*	-9	-2.5	-2.5	-9	6	21	4	-3	CN1CCN(S(=O)(=O)c2ccc(N3CCN(C(c4ccccc4)c4ccccc4)CC3)nc2)CC1
-7	12	-1.2	0.7	0	-7	2	4	3	COc1ccccc1N1CCN(CC(=O)c2c[nH]c3ccccc23)CC1
2	9	-2.2	8.8*	3	-2	0	3	-6	CC1=C(C#N)C(/C=N/OCc2ccc(Cl)cc2)CC(=O)N1 (stereo not drawn)
-9	-5	-2.3	-3.7	-12	-9	17	-2	4	COc1ccc(C(C(=O)NCC2CCCO2)N(C(=O)c2snc(C(N)=O)c2N)c2ccccc2C)cc1OC (stereo not drawn)
17	10	-1.5	-2.2	3	.	14	6	.	COc1ccc(/C=C2/C(=N)N3C(=NC2=O)Sc2cc(S(C)(=O)=O)ccc23)cc1OC
6	8	-3.8	-1.3	10	-2	-6	3	-6	Cc1ccc(-c2csc3ncnc(SCC(N)=O)c23)cc1
.	-6	.	.	.	-7	.	3	1	O=C(CSC(=S)N1CCCC1)Nc1ncc(Cl)cc1Cl
-1	-11	-3.8	-4.0	-9	2	-7	6	-4	O=c1c2ccccc2nc(SCc2ccc([N+](=O)[O-])cc2)n1CCCO
-9	.	-3.0	-2.6	4	.	-10	-1	.	CC(=O)c1cc2c(cc1NC(=O)CSc1nc3ccccc3[nH]1)OCO2
-6	0	-0.3	-2.8	18	2	-4	-1	-2	CCN(C(C)=O)c1nc(CCl)cs1
.	5	.	.	.	-3	.	7	-2	Cc1noc(C)c1NC(=O)N(C)C[C@H]1Oc2ccc(NC(=O)CCN3CCOCC3)cc2C(=O)N([C@H](C)CO)C[C@@H]1C
8	-10	-2.6	-3.5	.	-1	.	-6	-3	CCOc1ccc(NC(=O)c2ccccc2NC(=O)CN2CCN(C(C)=O)CC2)cc1
25	-3	3.9	-3.1	-2	13*	24	3	0	CC(C)n1c(=S)[nH]c2scc(-c3cccs3)c2c1=O
-2	24	-5.5	-0.9	-12	-2	-44	1	1	CCCC(=O)OC1CC(C)N(C(=O)c2ccccc2)c2ccc(C)cc21 (stereo not drawn)
-7	-2	-4.0	-2.6	8	-6	-2	1	4	O=C1NC(=Nc2ccccc2Br)SC1(CO)CO
-2	4	-1.9	-1.9	10	-3	15	-2	9	CC(=O)N1CCC(N(CCN2CCOCC2)C(=S)Nc2ccc(C)cc2)CC1
2	8	-2.7	-1.0	-2	-5	-2	0	3	CCOc1ccc(C(=O)OCCCN(C)C)cc1
11	-6	-2.3	-3.1	6	-3	38	6	-6	O=C(CN1C(=O)c2cccc3cccc1c23)Nc1cccnc1
2	-29	-0.2	-1.8	0	-4	3	5	2	COc1cccc(CN2C(=O)CCC2(C)C(=O)NC2CCCC2)c1 (stereo not drawn)
3	.	-1.9	-1.4	3	3	8	-2	.	COc1ccc(/C=N/NC(=O)c2cccnc2)cc1Cn1nc([N+](=O)[O-])c(Br)c1C
-5	-9	-1.8	-1.8	7	-8	-2	-1	-3	CC1CN(CCOc2ccc(F)cc2)CC(C)O1 (stereo not drawn)
13	-5	-1.8	-2.7	16	8	0	-1	8	Cc1ccc(S(=O)(=O)N2CCOCC2)cc1NC(=O)CSc1nnnn1C
-4	12	-2.6	-2.0	8	-4	14	7	2	O=C(CN1CCN(c2ccccn2)CC1)Nc1cccc(S(=O)(=O)N2CCOCC2)c1
1	-5	-1.2	-0.6	8	-1	-3	-3	2	O=C(CNC(c1ccccc1)c1ccccc1)Nc1c(F)cccc1F
-3	59*	-3.7	-3.2	6	-5	-2	3	-3	N#CC1=C(N)OC2=C(C(=O)CC(c3ccccc3)C2)C1c1ccc2c(c1)OCO2 (stereo not drawn)
3	-3	-1.2	-2.9	-1	-9	7	4	0	Cc1cc(=O)[nH]c(N/N=C/c2ccc(-c3ccc([N+](=O)[O-])cc3)o2)n1
-7	-7	-3.0	-2.4	-6	-3	2	-3	1	Nc1nn(-c2ccccc2)nc1C(=O)OCc1ccccc1
7	-15	-3.2	-2.7	-4	6	1	-4	3	COc1cc(SC)ccc1C(=O)OCC(=O)NC(=O)NC(C)C
4	-16	-2.7	-2.5	6	-3	7	-8	-4	COc1ccc2c(c1)C(C)=CC(C)(C)N2C(=O)C(C)N1C(=O)c2ccccc2C1=O (stereo not drawn)
-17	16	-2.6	-0.1	4	-3	-10	8	-2	O=C(O)c1cccc(NC(=S)N/N=C/c2cccnc2)c1

Continued.
NS3 helicase inh	CRFR2-BP antag	IMP-1 inh	VIM-2 inh	pCIP destab	GalR3 antag	SUMO HTRF inh	IDE cell inh	IDE cell activ	molecule
1	3	-0.8	0.4	-8	-2	-11	1	2	CCOc1cccc(N2C(=O)CC(n3cnc4ccccc43)C2=O)c1 (stereo not drawn)
7	-1	1.4	4.9	1	-2	15	1	2	CC1CCC(C(C)C)C(OCC[N+](C)(C)C)C1 (stereo not drawn)
-4	-4	-4.0	0.9	-12	-6	-9	-2	1	Clc1ccc(Cn2cccc2C2=NCCO2)cc1
-1	-11	1.8	0.2	-7	-1	7	3	1	COc1ccc(Cl)cc1NC(=O)CN(C)C1CCCCC1
8	1	-1.8	1.5	-18	-12	24	3	5	CCCCNC(=S)N(CCN(CC)CC)Cc1cc2cc3c(cc2[nH]c1=O)OCCO3
-57	-34	-1.2	-1.0	-12	-7	9	-3	-2	Cc1ccc(OCC(O)CN2CCC(Cc3ccccc3)CC2)c(C)c1 (stereo not drawn)
.	-7	.	.	.	56*	.	8	3	CCOc1ccc(OCc2ccc(C(=O)NN=Cc3ccc[nH]3)cc2)cc1
2	-4	-0.7	-4.8	5	-3	-16	-5	2	O=C(CSc1cccs1)NCCc1ccccc1
-9	-3	-2.9	-0.8	-4	-7	0	1	0	COc1ccc(C(=O)C2CCN(CC(=O)NCc3ccccc3)CC2)cc1
-9	-7	-2.3	-2.2	3	-6	-8	-2	6	CCC(C)[C@H](NC(=O)N1CCCC1)C(=O)OC (stereo partly drawn)
-1	2	-1.5	1.6	2	-1	11	2	7	CCC(C)(C(=O)NC1CCCC1)N(CC1CCCO1)C(=O)CNC(=O)c1ccccc1 (stereo not drawn)
4	2	-1.9	-1.2	-9	-10	13	1	-1	CN(C)N=Nc1ccc(S(=O)(=O)NC(=O)Cc2ccccc2)cc1
-5	-4	3.3	1.6	-22	4	3	4	-1	COc1cccc(N2CCN(C(=O)C3CCCN(S(=O)(=O)c4cnc[nH]4)C3)CC2)c1 (stereo not drawn)
-1	-3	-2.0	-1.9	-11	8	14	-2	4	CC(CN1CCCCCC1)C(=O)NN (stereo not drawn)
-1	22	-1.9	-2.3	4	.	23	2	3	Cc1oc(-c2ccc(Cl)cc2)nc1CS(=O)CC(=O)NCc1ccc2c(c1)OCO2 (stereo not drawn)
1	-172	-6.3	-3.1	-1	2	-6	9	-22	CC(C)NC(=S)NC(=O)c1ccc(-c2ccccc2)cc1
1	21	0.2	0.8	-10	-3	26	5	5	COCCN(C(=O)Cc1cccs1)c1nnc(-c2ccncc2)s1
.	-4	.	.	.	-2	.	9	7	Cc1cc(C(=O)NNC(=O)c2ccc(Cl)cc2Cl)c(C)o1

Three entries drawn at random from the list so far:
NS3 helicase inh	CRFR2-BP antag	IMP-1 inh	VIM-2 inh	pCIP destab	GalR3 antag	SUMO HTRF inh	IDE cell inh	IDE cell activ	molecule
3	-12	-0.8	-1.9	0	-3	-3	5	7	CCCSc1nc2sc3c(c2c(=O)[nH]1)CC(C)CC3 (stereo not drawn)
8	19	-1.6	-5.0	-1	-4	-16	8	0	O=C(Nc1cccnc1)c1ccc([N+](=O)[O-])cc1Cl
2	-4	-0.7	-4.8	5	-3	-16	-5	2	O=C(CSc1cccs1)NCCc1ccccc1

From PubChem
